H9c2 TAG inh: inhibitors of triacylglycerol accumulation; inhibition, % at 12.5 µM; 230,000 tested, 0.66% active; H9c2 cells, Nile Red lipid (TAG) fluorescence; cells loaded with 200 µM oleic acid;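 active means pattern-corrected inhibition of lipid staining of at least 50% with the nuclear-stain viability signal not falling by more than 50%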;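 further: 0% = DMSO wells and 100% = triacsin C control wells; some results filed as inactive read as strong as hits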
H9c2 TAG inh DAPI viability: second read-out of H9c2 TAG inh, no call of its own (marks repeat the call); DAPI nuclei signal change (viability), lower = more cytotoxic, %;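 whole-well DAPI fluorescence read on a plate reader as a viability signal; minus 50 percent equals half of cells still viable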
The depositor's hits bear a star; i = inactive.

SMILES | H9c2 TAG inh | H9c2 TAG inh DAPI viability
CCOc1ccccc1OCCCC(=O)N1CCN(S(=O)(=O)c2ccc(Cl)cc2)CC1 | -3 | 11
O=P(c1ccccc1)(c1ccccc1)c1ccc(O)cc1 | -5 | 4
O=C(CCS(=O)(=O)c1ccccc1)Nc1nc(-c2ccccn2)cs1 | 10 | -8
CC(=O)c1ccc(S(=O)(=O)NCCC(=O)NC2CCN(Cc3ccccc3)CC2)cc1 | 12 | -4
Cc1cccc(NC(=O)N2CCCCCC2)c1C | 4 | 3
Cc1nnc2ccc(-c3cccc(NC(=O)c4ccc(Cl)nc4)c3)nn12 | 29 | -2
COc1cc(C=NNC(=O)c2ccccc2NS(=O)(=O)c2cccs2)cc(OC)c1O | 13 | -4
Cc1ccnc(NS(=O)(=O)c2ccc(NC(=O)CCOc3ccccc3)cc2)n1 | 0 | 1
COc1cccc(-c2cc(NC=O)c3ncc(-c4cccc(C(=O)N(C)C)c4)n3c2)c1 | 14 | 1
Cc1cc(C)cc(OCC(=O)O/N=C(\N)c2ccccc2Cl)c1 | 9 | 1
CC(NC(=O)Cn1cc(C(F)(F)F)ccc1=O)c1ccc(F)cc1 (stereo unspecified) | 1 | -6
O=c1[nH]c(-[n+]2ccccc2)c(/C=N/N=C(\[O-])c2ccccc2)s1 | -10 | 8
CCOc1ccccc1N1CCN(C(=O)c2cc(S(=O)(=O)N3CCCCC3)ccc2C)CC1 | -13 | -5
COc1ccc(CNCCC(c2ccccc2)C2CCOC(C)(C)C2)cc1 (stereo unspecified) | 13 | -2
Cc1ccc(C(=O)NCCC(=O)N2CCCC2)cc1 | 4 | 1
Cc1cc(=O)[nH]c2sc(C(=O)N3c4ccccc4CC3C)c(N)c12 (stereo unspecified) | -24 | -18
Cc1ccccc1N(CC(=O)NCCSc1ccccn1)S(=O)(=O)c1ccccc1 | -14 | -10
C/C(=N/NC(=O)COc1ccc(C(C)(C)C)cc1)c1ccc(N2CCOCC2)cc1 | -12 | 3
Cc1n[nH]c(C)c1CCN(C)C(=O)C1CCC(=O)N(CC2CCCCC2)C1 (stereo unspecified) | -2 | 12
COC(=O)C(C)N(C#N)c1nc(NC(C)C)nc(SC)n1 (stereo unspecified) | 4 | -9
C/C(N)=C(/C#N)C(=O)COC(=O)c1cc2c(s1)CCC(C)C2 (stereo unspecified) | -4 | 7
CCC1(CC)NC(=O)N(CC(=O)OCC(=O)Nc2ccc(F)c(F)c2F)C1=O | -4 | 7
NC(=O)c1sc(=S)n(-c2ccc(Br)cc2)c1N | 10 | -8
CC(=O)N1CCN(C(=O)COc2ccc(N(C)S(=O)(=O)c3cccs3)cc2)CC1 | 14 | -15
Fc1ccc(CNc2nc3ccccc3n3cnnc23)cc1 | 2 | -4

Entries above with a thiophene ring, fused or not, in the order listed:
SMILES | H9c2 TAG inh | H9c2 TAG inh DAPI viability
COc1cc(C=NNC(=O)c2ccccc2NS(=O)(=O)c2cccs2)cc(OC)c1O | 13 | -4
Cc1cc(=O)[nH]c2sc(C(=O)N3c4ccccc4CC3C)c(N)c12 (stereo unspecified) | -24 | -18
C/C(N)=C(/C#N)C(=O)COC(=O)c1cc2c(s1)CCC(C)C2 (stereo unspecified) | -4 | 7
CC(=O)N1CCN(C(=O)COc2ccc(N(C)S(=O)(=O)c3cccs3)cc2)CC1 | 14 | -15

Continuation:
SMILES | H9c2 TAG inh | H9c2 TAG inh DAPI viability
COC(=O)/C=c1/s/c(=C(/C#N)C(=O)N2CCOCC2)n(-c2ccccc2)c1=O | -8 | -2
CC1CCc2c(C(=O)OCC(=O)Nc3cccc(S(=O)(=O)N4CCCCCC4)c3)csc2C1 (stereo unspecified) | -16 | -5
COc1ccc(C2C(C#N)=C(N)N(c3sc4c(c3C#N)CCCC4)C3=C2C(=O)CC(C)(C)C3)cc1OC (stereo unspecified) | 19 | -4
Cc1ccc(S(=O)(=O)N2CCN(C(=O)COC(=O)CCCOc3ccccc3)CC2)c(C)c1 | -3 | -1
CCCCCCC1CC(CSC(=N)N)OC1=O (stereo unspecified) | -8 | 4
O=C(CSc1nnc(COc2ccc(Cl)cc2)o1)Nc1nccs1 | -3 | 0
CS(=O)(=O)N(CC(=O)Nc1ccccc1C(=O)N1CCOCC1)c1ccccc1 | 12 | -7
COc1ccc(NS(=O)(=O)c2cccc(-c3nnc(-c4ccccc4)o3)c2)cc1 | -8 | -2
CCC1(C)OC(=O)N2CCc3c(C)[nH]c4c(C)ccc(c34)C21C (stereo unspecified) | -6 | -8
CCOC(=O)N1CCC(N2CC34C=CC(O3)C(C(=O)Nc3ccc(C(C)C)cc3)C4C2=O)CC1 (stereo unspecified) | 12 | -2
Cc1cc(NC(=O)c2cc(C(C)(C)C)oc2C)no1 | 0 | 10
C=CCNc1nc(C(=O)OCC(=O)Nc2cc(S(C)(=O)=O)ccc2Cl)cs1 | 10 | -1
C=CCNC(=S)/N=c1\sccn1C | -15 | 11
CC(C)(C)NC(=O)c1cc(F)c(F)cc1Cl | 8 | 7
COCCNCc1nc2sc(C)c(-c3ccccc3)c2c(=O)[nH]1 | -1 | 2
CN1CCCCC1CCN1c2ccccc2Sc2ccc(S(C)=O)cc21 (stereo unspecified) | 24 | -8
COc1ccc(C(=O)NC2CC3CCCC(C2)N3Cc2ccccc2)c(OC)c1 (stereo unspecified) | -5 | 4
C=C[C@@H]1c2ccccc2N(S(=O)(=O)c2ccc(C)cc2)[C@H](c2ccccc2C(F)(F)F)C1(C#N)C#N | 17 | -1
O=C(Nc1ccc(O)c2c(=O)cc(-c3ccccc3Cl)oc12)c1cccc(Cl)c1 | -1 | -12
COc1ccc(Cl)cc1NC(=O)c1noc2c1CCCC2 | 1 | -6
CC1(C)CC(=O)C2=C(C1)NC(=O)NC2c1ccccc1 (stereo unspecified) | -10 | -3
CCOC(=O)/C(=C/c1ccco1)NC(=O)c1ccc(Br)o1 | -3 | 6
COc1ccc(OCCNS(=O)(=O)c2ccc3oc4ccccc4c3c2)cc1 | -3 | -11
CCOc1ccc(OCc2cccc(C(=O)N3CCCCCC3)c2)cc1 | -8 | 4
Cn1c2c(c(=O)n(C)c1=O)C(NC(=O)C(C)(C)C)(C(F)(F)F)C(=O)N2 (stereo unspecified) | 4 | 7

2 of the compounds above, field by field.
Structure: O=P(c1ccccc1)(c1ccccc1)c1ccc(O)cc1
  H9c2 TAG inh: -5; H9c2 TAG inh DAPI viability: 4

Structure: O=C(CCS(=O)(=O)c1ccccc1)Nc1nc(-c2ccccn2)cs1
  H9c2 TAG inh: 10; H9c2 TAG inh DAPI viability: -8

(more compounds)
SMILES | H9c2 TAG inh | H9c2 TAG inh DAPI viability
Cc1ccc(/C=c2/sc3n(c2=O)CCCN=3)o1 | 6 | 3
COc1ccccc1NC(=O)c1ccc(NC(=O)CSc2nc(N)cc(=O)[nH]2)cc1 | 0 | -7
COc1ccc(OC)c(Nc2cc(C)nc3ccccc23)c1 | 12 | 1
Cc1ccc2nsnc2c1N | -6 | 10
COc1ccccc1CNC(=O)COC(=O)c1ccccn1 | -12 | 18
CSc1ccc(CN2CCC2(C)C(=O)Nc2ccc(C)c(O)c2)cc1 (stereo unspecified) | -20 | 1
CCn1cc(CN2CCC(n3nccc3NC(=O)c3ccccc3C)CC2)cn1 | -1 | 3
Cc1nn(-c2ccccc2)c(Cl)c1/C=N/Nc1nc2ccccc2[nH]1 | 17 | -12
O=C(CCNS(=O)(=O)c1ccccc1)N1CCC(Cc2ccccc2)CC1 | -16 | -7
O=C(Nc1nccs1)c1ccc(N2C(=O)C3CCCCC3C2=O)cc1 (stereo unspecified) | -3 | -1
C#Cc1ccc([C@@H]2C=C(C(=O)N3CCN(Cc4ccccc4)CC3)O[C@H](OCCCCO)C2)cc1 | -12 | 0
CC[C@@H]1C=C(C(=O)O)[C@H](c2ccc(Br)cc2)N1S(=O)(=O)c1ccc(C)cc1 | 1 | -7
CCOc1ccc(-c2cc(C(=O)Nc3cc(OC)c(OC)c(OC)c3)[nH]n2)c(C)c1 | 3 | -4
COc1ccccc1CNc1nc(NCCNC(C)=O)c2sccc2n1 | 5 | 0
CC(C)(OC(=O)c1ccc(C#N)cc1)c1cc2ccccc2c(=O)o1 | 2 | -2
CCOC(=O)C1=C(C)N=c2s/c(=C\c3ccc(OCC(=O)O)cc3)c(=O)n2C1c1ccc(OC(C)C)cc1 (stereo unspecified) | 0 | 9
CCn1c(=O)c(C(=O)CN(C)Cc2ccc(F)cc2)c(N)n(Cc2ccccc2)c1=O | 12 | 0
O=C(/C=C/c1ccccc1Cl)Nc1ccccc1 | -4 | -7
Cc1ccc(C(=O)Nc2ccc3c(c2)OCO3)o1 | 4 | -7
CCCc1nc2ccccc2c(=O)n1N | 13 | -7
COCCCNC(=O)c1c(N)n(-c2ccccc2)c2nc3ccccc3nc12 | 17 | 78
Cc1nnc(SCC(=O)NC2CCCCCC2)n1C(C)C | 7 | -4
COc1cc(OC)nc(Oc2ccc(NC(C)=O)cc2)n1 | 0 | -5
CN(C)c1ccc(C2CC(c3cccc(NS(C)(=O)=O)c3)=NN2C(=O)c2ccccc2)cc1 (stereo unspecified) | 9 | -9
CCSC1=NCCN1S(=O)(=O)c1ccc(Cl)cc1 | 5 | -1

Four entries from above, as labelled records.
O=C(Nc1nccs1)c1ccc(N2C(=O)C3CCCCC3C2=O)cc1 (stereo unspecified)
- H9c2 TAG inh: -3
- H9c2 TAG inh DAPI viability: -1

C#Cc1ccc([C@@H]2C=C(C(=O)N3CCN(Cc4ccccc4)CC3)O[C@H](OCCCCO)C2)cc1
- H9c2 TAG inh: -12
- H9c2 TAG inh DAPI viability: 0

CC[C@@H]1C=C(C(=O)O)[C@H](c2ccc(Br)cc2)N1S(=O)(=O)c1ccc(C)cc1
- H9c2 TAG inh: 1
- H9c2 TAG inh DAPI viability: -7

CCOc1ccc(-c2cc(C(=O)Nc3cc(OC)c(OC)c(OC)c3)[nH]n2)c(C)c1
- H9c2 TAG inh: 3
- H9c2 TAG inh DAPI viability: -4

The listing continues.
SMILES | H9c2 TAG inh | H9c2 TAG inh DAPI viability
COc1ccc(-c2nc(CSCC(=O)NCc3ccc4c(c3)OCO4)c(C)o2)cc1 | 8 | -5
FC(F)(F)c1cccc(NC(=S)N2CCN(c3cccc(C(F)(F)F)c3)CC2)c1 | 0 | 5
O=C(NNC(=S)NC1CCCCC1)c1sc2ccccc2c1Cl | -9 | 14
CCNc1ccc(S(=O)(=O)N2CCCCC2)cn1 | -14 | 4
COc1cccc(CNC(=O)c2cccc(S(=O)(=O)N3CCN(c4ccc(F)cc4)CC3)c2)c1 | -7 | -4
COc1ccccc1C(=O)C1CCCN(C(=O)Nc2ccccc2F)C1 (stereo unspecified) | -2 | 7
Cc1cc(C)c(OCC(=O)OCC(=O)N2c3ccccc3CC2C)c(C)c1 (stereo unspecified) | -8 | 3
O=C(Nc1ccc(C(=O)O)cc1)/C(=C\c1ccco1)NC(=O)c1ccc(Br)cc1 | -6 | 5
CN(CC1COc2ccccc2O1)C(=O)c1cc(COc2c(F)cccc2F)on1 (stereo unspecified) | -6 | -4
CCC(C)(C)NC(=O)C(OC(=O)c1ccco1)c1ccccc1F (stereo unspecified) | -8 | 2
COc1ccc(OC)c(C2=NOC(C(=O)N3CCCc4ccccc43)C2)c1 (stereo unspecified) | 10 | 7
CC1(C)OC1COc1c2ccoc2cc2oc(=O)ccc12 (stereo unspecified) | -7 | -9
CCOC(=O)C(C)Oc1cccc2c(=O)n(CC(=O)NCc3ccco3)ccc12 (stereo unspecified) | 43 | -32
COc1ccc(CC(=O)Nc2ccc(-c3nc4cc(C)ccc4o3)c(O)c2)cc1OC | 35 | i
COc1ccc(NC(=S)NCCC2=CCCCC2)cc1OC | 6 | -3
Cn1c(=O)c2[nH]c(N=NNc3ccccc3F)nc2n(C)c1=O | -7 | -3
COc1ccc(OC)c(NC(=O)C2(C)CCN2Cc2ccsc2)c1 (stereo unspecified) | -19 | -4
CCOc1ccc(NC(=O)COc2ccc3c(c2)CCC3)cc1OC | -15 | 9
Cc1ccnc(NC(=O)c2ccc3c(c2)NC(=O)C(C)S3)c1 (stereo unspecified) | -8 | -3
CCOC(=O)c1c(NC(=O)Cn2nc(C(F)F)cc2C(F)F)sc(C)c1C | -7 | -1
CN(CC(=O)Nc1cccc(F)c1)C(=O)c1ccccc1OCCOc1ccccc1 | -21 | -1
O=C(c1cccs1)N1CCN(c2ncc(Br)cn2)CC1 | 5 | -7
Cc1c(C(=O)NCCSCc2c(Cl)cccc2Cl)cccc1[N+](=O)[O-] | -7 | -2
COc1ccc(C)cc1NC(=O)C(OC(=O)c1cccc(S(=O)(=O)N(C)c2ccccc2)c1)c1ccccc1 (stereo unspecified) | 3 | -4
CN1CCN(c2ccncc2S(=O)(=O)N2CCCC2)CC1 | -8 | 6
SMILES | H9c2 TAG inh | H9c2 TAG inh DAPI viability
Cc1n[nH]c(=O)nc1NCCN(C)C | 9 | -6
CC1(C)OC(=O)N(CC(=O)Nc2cccc(C(F)(F)F)c2)C1(C)O (stereo unspecified) | -15 | -4
O=C(CSc1ccc(-c2ccc(F)cc2)nn1)N1CCOCC1 | -12 | -5
O=C(Nc1ccnn1C1CCN(C(=O)c2ccc(Cl)cc2)CC1)C1CC1 | 16 | -1
C/C(=N\NC(=O)c1cc(O)ccc1O)c1cccc(NC(=O)c2ccc(Cl)cc2)c1 | 15 | 0
Cc1cc(C)n2c(SCC(=O)N(C)C3CCS(=O)(=O)C3)nnc2n1 (stereo unspecified) | -13 | 12
CCCS(=O)(=O)NC(=O)C1(C)CCCN(C(=O)/C=C/c2ccccc2)C1 (stereo unspecified) | 4 | 0
Cc1cccc(-c2n[nH]c(=S)n2C)c1 | 4 | -7
CC[C@@]12C(=O)N(c3ccc(C)cc3)C(=O)N1[C@H](c1ccc(Br)cc1)[C@@H]1C(=O)N(C(C)(C)C)C(=O)[C@@H]12 | 26 | -9
COc1ccc(-c2oc3ccccc3c2C#CC(C)(C)O)cc1 | 14 | 26
COc1ccc(Oc2nc(C)cc(C)c2S(C)(=O)=O)cc1 | -15 | -1
COC(=O)c1cc(NC(=O)c2cc(C(C)(C)C)nn2Cc2ccc(F)cc2)ccc1N1CCOCC1 | 41 | 0

Not all compounds are listed (hit frequency here may not be typical).
